Screening data (PubChem)
KLF5 inhibitor = suppresses KLF5 promoter-driven expression | DLD-1 KLF5 promoter-luciferase reporter, luminescence | inhibition, % at 5 µM | hit rate 0.23% among 290,000;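 active means inhibition above a per-plate limit of that plate's mean compound inhibition plus 3 SD, cut at about 60% in these data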;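 further: 0% = DMSO wells and 100% = LY294002 at 200 µM; higher means less KLF5 promoter-driven luciferase light; inactives centre near -14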
HDAC3 inhib = human HDAC3 inhibition. O15379. recombinant HDAC3, fluorogenic peptide/trypsin coupled, fluorescence. inhibition, % at 8.3 µM. hit rate 0.15% among 320,000; in the data active means inhibition above about 26%, passing the limit was not always enough; inconclusive means no clear call, values can overlap the other calls
Target sequence (O15379 whole entry, looked up): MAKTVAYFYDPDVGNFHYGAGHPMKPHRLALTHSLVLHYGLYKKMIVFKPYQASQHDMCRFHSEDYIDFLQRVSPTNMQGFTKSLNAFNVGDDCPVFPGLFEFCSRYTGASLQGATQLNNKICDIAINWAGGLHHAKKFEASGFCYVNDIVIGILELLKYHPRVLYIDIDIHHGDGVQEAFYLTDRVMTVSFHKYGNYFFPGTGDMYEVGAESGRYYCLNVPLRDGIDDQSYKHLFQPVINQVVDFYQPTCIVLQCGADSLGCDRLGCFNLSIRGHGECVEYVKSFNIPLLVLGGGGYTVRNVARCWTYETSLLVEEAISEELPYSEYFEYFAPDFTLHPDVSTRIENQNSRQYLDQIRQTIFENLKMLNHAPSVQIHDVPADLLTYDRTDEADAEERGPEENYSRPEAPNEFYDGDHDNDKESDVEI
HIF act = HIF pathway transcriptional activation; U2OS HRE-luciferase reporter, luminescence; normalized: DMSO 0%, desferrioxamine 100%; activation, % at 7.5 µM (by protocol); hit rate 0.32% among 300,000; AID 1910;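 active means mean activation of at least 10% of the iron chelator positive control signal, with at least half of replicates also reaching 10%; inconclusive means mean and replicate majority disagree about reaching 10%; inactive means mean and most replicates under 10%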
AI-2 QS mod = modulators of Vibrio harveyi AI-2 quorum sensing system; Vibrio harveyi JMH597 AI-2 luminescence/OD600 ratio, 9 h; stronger effect = lower value; strain lacks LuxN and CqsS sensors; 0 = neutral-control median; activity change, % at 7.5 µM; hit rate 0.4% among 300,000; in the data active means activity change below about -75%, passing the limit was not always enough; inconclusive means no clear call, values can overlap the other calls;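 further: luminescence divided by OD600 gain over 9 h not by final OD600 alone; inactives centre near 13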
HSF1 activator = increases HSF-1 driven luciferase reporter signal; NIH3T3-HGL HSF-1 luciferase reporter, MG132, 8 h; 100% = twice DMSO control signal; activation, % at 9 µM; hit rate 1.7% among 300,000;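 active means mean replicate activation of at least 50% with a set share of replicates each reaching 50%; inconclusive means only one of those two conditions met; inactive means mean below 50% and too few replicates reaching it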;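 further: 0% = median of the neutral control wells and 100% = twice that signal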
HSF1 inh = HSF1 inhibition. activity change, negative = inhibition, % at 7.5 µM (by protocol). hit rate 0.77% among 300,000. AID 2098. NIH3T3-HGL HSE-luciferase, MG132-induced, luminescence 8 h; stronger effect = lower value;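 active means more than half of replicate wells show activity change below -50%, luminescence cut by over half; inconclusive means some wells, but at most half, below -50%; inactive means no replicate well below -50%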;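 further: luciferase reports HSF-1 transcriptional activity via heat shock element; 0% = median of DMSO wells and -100% = zero luminescence signal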
HSP90 refold inh = blocks HSP90-mediated luciferase refolding in reticulocyte lysate | Rabbit reticulocyte lysate, luciferase refolding luminescence, 3 h | inhibition, % at 5.6 µM | hit rate 0.91% among 290,000;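 active means inhibition above the screen-wide mean plus 3 SD, computed separately per campaign, cut at about 16% in these data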;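 further: 0% = DMSO wells and 100% = 60 µM geldanamycin wells; inhibitors lower the luminescence because luciferase stays unfolded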
aSyn UTR inh = 5' untranslated region of α-synuclein, MLPCN primary screen | AID 1813 | hit rate 0.82% among 300,000 | inhibition, % (tested at 7.5 µM) | alpha-synuclein 5'UTR reporter, inhibitor activity; in the data active means inhibition above about 60%; inconclusive means no clear call, values can overlap the other calls;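 further: H4 neuroglioblastoma cells stably carrying SNCA 5'UTR luciferase fusion; 0% = DMSO wells and 100% = positive control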
IEC-6 tox = kills IEC-6 intestinal cells in KLF5 counter-screen | hit rate 0.78% among 290,000 | inhibition, % at 5 µM | IEC-6 cytotoxicity, luminescence viability; in the data active means inhibition above about 22%;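 further: 0% = plate median of test compound wells and 100% = cytotoxic reference compound wells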
Platelet DG rel = modulates dense granule release in human platelets; human platelet-rich plasma, SFLLRN dense granule ATP release, luminescence; inhibition, %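 (compounds screened at 7.5 µM in platelet-rich plasma)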; hit rate 0.22% among 300,000;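 active means mean replicate score, as percent of positive control, at or above 50; inconclusive means mean below 50 but at least one replicate at or above 50; inactive means mean and every replicate below 50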
Starred values were filed as active, the others as inactive; ? = inconclusive; nt = not tested or not shown.

SMILES	KLF5 inhibitor	HDAC3 inhib	HIF act	AI-2 QS mod	HSF1 activator	HSF1 inh	HSP90 refold inh	aSyn UTR inh	IEC-6 tox	Platelet DG rel
COc1ccc(CNc2oc(COc3ccccc3)nc2C#N)cc1	-42	-14	1.6	-71	13	14	1	-35	4	3
CCc1ccc(NC2=CC(=O)CC(c3ccco3)C2)cc1 (stereo not drawn)	8	11	0.7	-45	7	1	2	-39	2	4
CC(CCc1ccccc1)NC(=O)COC(=O)c1ccc(F)cc1 (stereo not drawn)	4	-4	2.4	-7	-35	-19	5	-9	4	-10
Cc1cc(C)cc(N2C(=O)CC(Cn3nc(C)cc3C)C2=O)c1 (stereo not drawn)	-5	-15	0.0	-16	-1	6	1	14	3	11
CCOc1ccc(N2CC(C(=O)Nc3ccccc3F)CC2=O)cc1 (stereo not drawn)	-24	1	-0.2	21	-9	-1	4	7	-1	3
Fc1ccc(Nc2ccnc(C(F)(F)F)c2)cc1	-38	2	-0.7	-5	-8	-1	-6	-13	-3	-3
O=C(Nc1cccc2ncccc12)c1ccccc1F	-9	2	-1.1	-1	-2	2	0	-24	8	-7
Clc1cc(Cl)cc(Nc2ncnc(-n3cccc3)n2)c1	23	-2	-0.3	13	1	6	0	8	-1	0
Cc1ccc(S(=O)(=O)Nc2ccccc2F)cc1C(=O)OC(C)C(=O)N1CCOCC1 (stereo not drawn)	nt	-5	-0.5	19	-7	-7	nt	-21	nt	-26
Cc1cc(=O)c(C(=O)O)cn1Nc1ccc(F)cc1	-21	-2	0.9	-3	-8	-4	0	0	-7	nt
Cc1ccnc(NCc2ccc(Br)cc2)c1	-51	3	2.7	9	12	7	-5	-54	0	-2
CCCC(C(=O)NC1CCCC1)N(C(=O)Cn1nnc(-c2ccc(C)o2)n1)c1cccc(O)c1 (stereo not drawn)	23	nt	-5.0	10	-7	1	1	7	-5	-5
Cc1ccnc(NC(=O)c2cccc(S(=O)(=O)N3CCN(c4ccccc4)CC3)c2)c1	nt	2	-1.3	6	34	12	nt	5	nt	3
Nc1cc(=O)[nH]c(SCC(=O)Nc2cccc([N+](=O)[O-])c2)n1	2	1	0.4	12	8	7	2	-14	-3	13
COC(=O)Nc1ccc(S(=O)(=O)N2CCC(C(=O)N3CCCC(C)C3)CC2)cc1 (stereo not drawn)	-1	-1	-1.6	34	69*	39	-2	9	-4	-3
CC(=O)NS(=O)(=O)c1ccc(NC(=O)c2oc3c(Cl)cccc3c2C)cc1	-16	3	-2.1	21	-11	-1	-1	1	1	8
COc1ccc(/C=N/NC(=O)c2cccnc2)cc1COc1ccc(NC(C)=O)cc1	-3	9	3.7	-11	-16	-9	2	-84	4	-2
Cc1cc(C)nc(-n2ncc3c2CCCC3=O)n1	-18	3	0.1	-11	-25	-7	0	14	-5	-1
CCN(CC)CC(=O)n1c2c(c3ccccc31)CCCC2	-50	10	-0.3	10	-1	-2	-4	-27	-3	?
O=C(Cc1coc2ccc3ccccc3c12)Nc1nccs1	1	-6	0.7	24	-6	-5	4	15	1	1

Next section, starting with the last two of the part before.
SMILES	KLF5 inhibitor	HDAC3 inhib	HIF act	AI-2 QS mod	HSF1 activator	HSF1 inh	HSP90 refold inh	aSyn UTR inh	IEC-6 tox	Platelet DG rel
CCN(CC)CC(=O)n1c2c(c3ccccc31)CCCC2	-50	10	-0.3	10	-1	-2	-4	-27	-3	?
O=C(Cc1coc2ccc3ccccc3c12)Nc1nccs1	1	-6	0.7	24	-6	-5	4	15	1	1
Cc1[nH]nc2c1C1(CCN(Cc3ccccc3)CC1)C(C#N)=C(N)O2	-11	?	-21	22	-7	-3	8	2	1	-5
CSCC(=O)Nc1ccc(F)c(Cl)c1	-19	-1	0.5	29	7	-3	3	-9	-2	-8
S=c1[nH]c2ccccc2n2cccc12	-35	-5	-1.1	10	-1	4	2	-1	9	4
CCc1ccc(CN(C)C(=O)c2cc(COc3c(F)cccc3F)on2)cc1	-1	-2	1.0	7	15	0	-1	-10	1	-2
CCOC(=O)C(NC(C)=O)(Nc1ccc(S(=O)(=O)Nc2ncccn2)cc1)C(F)(F)F (stereo not drawn)	1	3	-0.2	15	0	-5	0	11	-2	0
CC1CC(C)CN(CCCOc2ccccc2[N+](=O)[O-])C1 (stereo not drawn)	-3	-3	-0.8	13	-8	-14	2	-3	3	6
COC(=O)/C(=C/c1c[nH]c2ccccc12)[N+](=O)[O-]	-18	0	nt	36	2	-13	2	-20	5	3
COc1ccc(C(=O)Nc2ccc(C(=O)N3CCCCC3C)cc2)c(OC)c1OC (stereo not drawn)	-21	-1	-0.4	16	-7	-7	-1	-4	-4	-3
CC(C)(C)n1nnnc1C(c1cccc(C(F)(F)F)c1)N1CCOCC1 (stereo not drawn)	-3	-3	0.3	10	3	-5	-3	9	-3	-5
CS(=O)(=O)Nc1nc2ccccc2[nH]1	-21	-4	-1.4	23	-86	-82*	-1	21	-1	2
CCc1ccc(NC(=O)c2ccc(NC3=NC4CS(=O)(=O)CC4S3)cc2)cc1 (stereo not drawn)	-60	-2	0.1	-1	2	-4	-1	9	-3	-12
CC1CCC(C(C)C)C(=O)/C1=C\c1ccc(NC(=O)CCC(=O)O)cc1 (stereo not drawn)	-50	7	-0.5	1	-11	-6	-1	8	0	3
COc1cccc(-c2c(C(=O)N/N=C/c3ccncc3)nnn2-c2nonc2N)c1	1	4	-0.7	17	8	0	-3	-18	-9	32
Cc1c(OCC(=O)NC2CC(C)(C)NC(C)(C)C2)ccc2c3c(c(=O)oc12)CCC3	-23	-11	0.4	-6	10	14	3	27	10	3
CCCn1c(CNS(=O)(=O)c2ccc(C)cc2)nc2ccccc21	12	0	0.1	11	15	10	0	-14	8	-4
Cc1cc(C)n(Cc2ccc(C(=O)NCc3ccco3)o2)n1	-16	-3	-0.1	11	-5	-5	-3	-2	-2	-9
CCc1ccc(N(CC(=O)Nc2sc3c(c2C(=O)OC)CCCC3)S(C)(=O)=O)cc1	0	nt	0.0	-2	60*	30	-2	-14	2	-17
O=C(CN1C(=O)S/C(=C\c2ccc(O)cc2)C1=O)c1ccccc1	-16	6	0.3	8	-14	2	-3	-157	-2	0
O=C(CNS(=O)(=O)c1ccc(C(=O)N2CCOCC2)cc1)N1CCOCC1	-6	-1	0.3	4	-1	-3	-2	17	2	-3
CC(=O)c1ccc[n+](CC(=O)NC(C)c2ccccc2)c1 (stereo not drawn)	-9	-17	-2.3	23	7	-3	-1	2	-8	6
COc1ccc(CC(=O)OCc2cc3ccccc3[nH]c2=O)cc1	-23	-3	0.4	29	1	5	0	5	-6	4
CC(C)(C)NS(=O)(=O)c1ccc(NC(=O)NC2CCCCC2)cc1	-6	3	0.3	nt	-4	2	1	16	5	13
CCOC(=O)c1ccc(N2C(=O)CC(C(=O)OC)=C2C)cc1	15	-7	-4.1	12	28	13	2	-2	-2	7
O=C(NN1C(=O)c2ccccc2NC1c1ccco1)c1ccc([N+](=O)[O-])cc1 (stereo not drawn)	-51	2	0.5	-28	-10	-4	-6	7	-2	3
Cc1ccc(C)c(Nc2nc3nonc3nc2N2CCOCC2)c1	-19	4	-0.2	25	3	-6	-2	-9	1	14
COc1ccc(-c2cn(CC3CCCCC3)nn2)cc1	-129	-2	1.5	-1	-1	14	-6	-120	-1	0
Cc1onc(C(=O)N2CCN(C(c3ccccc3)c3ccccc3)CC2)c1[N+](=O)[O-]	-24	-1	0.7	20	-44	-38	-3	0	3	-5
CCC(NS(=O)(=O)c1ccc(C)cc1)C(=O)N1CCOCCOCCOCCOCC1 (stereo not drawn)	-3	-3	0.2	12	-4	4	0	1	0	-11
O=c1c2[nH]c3ccccc3c2ncn1Cc1ccco1	-20	0	0.3	30	8	12	2	-5	0	2
COc1ccc(CNc2ccc([N+](=O)[O-])cc2C)cc1	-24	-1	0.5	13	17	7	4	11	8	-1
COc1ccc(C2CC(c3ccc([N+](=O)[O-])cc3)=NN2C(C)=O)cc1 (stereo not drawn)	-35	3	1.0	12	22	-3	2	-56	2	2
COC(=O)c1sccc1NC(=S)Nc1ccc(C)cc1	-10	-8	1.5	17	24	12	2	-78	-6	-1
S=c1[nH]nc(C2CCCCC2)n1/N=C/c1ccccn1	15	3	0.0	4	13	1	-1	-11	3	-6
Cc1cc(C)c(S(=O)(=O)N2CCOC2CNC(=O)C(=O)NCCCN2CCCC2=O)c(C)c1 (stereo not drawn)	-33	0	-0.1	2	3	-4	11	13	-2	-14
COc1ccc(NC(=O)CCC(=O)c2cccs2)c(OC)c1	-8	6	2.5	12	14	6	2	-19	0	1
O=C1CC(Cc2ccccc2)C(=O)N1c1ccc(Cl)cn1 (stereo not drawn)	-27	4	-0.2	-1	2	2	-2	4	2	1
COCCOC(=O)C1=C(C)N=C2SCCC(=O)N2C1c1ccc(OC(=O)c2ccco2)cc1 (stereo not drawn)	-16	-3	0.0	-3	-1	1	1	11	1	-5
CC1CC(NC(=O)c2cnc3n(c2=O)CCS3)CC(C)(C)C1 (stereo not drawn)	nt	nt	-0.2	17	-9	4	nt	20	nt	-1
Cn1cccc1/C=N/NC(=O)C(O)c1ccccc1 (stereo not drawn)	0	2	0.2	14	-4	3	6	-4	6	2
Cc1ccccc1C(=O)N1CCN(c2ccc(NC(=O)c3ccc4c(c3)OCCO4)cc2)CC1	26	7	0.0	10	-30	-22	3	20	9	3
Cc1cnc(C(=O)OCC(=O)Nc2cc(S(=O)(=O)N3CCCCC3)ccc2Cl)cn1	-19	nt	-0.3	10	-10	-12	2	-5	-2	-4
C=CCn1c(N2CCCCCC2)nc2c1c(=O)[nH]c(=O)n2C	-1	4	30*	23	-10	-9	-4	22	-6	9
CC(C)c1nc(N2CCN(C(=O)c3ccccc3)CC2)c(C#N)c2c1COC(C)(C)C2	16	-6	-1.0	11	3	7	-1	31	6	-4
Cc1ccc(S(=O)(=O)N2CCCCC2)cc1C(=O)NC1CCCCC1	-8	1	-0.9	-14	-8	-6	1	-4	6	-2
C(#Cc1ccc(C#CCN2CCCC2)cc1)CN1CCCC1	-1	nt	0.1	12	-2	-2	3	-8	2	-10
CC(=O)N1CCN=C1SCc1c(F)cccc1Cl	-38	4	nt	25	8	2	-2	-18	0	5
CC(CCc1ccccc1)N1CCN(Cc2ccccc2)CC1 (stereo not drawn)	-29	3	0.0	23	-2	-4	-2	1	-7	-2
c1ccc(-c2nnc(N3CCOCC3)nc2-c2ccccc2)cc1	-22	6	-0.1	32	-7	-3	-3	-73	5	8
CSCc1cc(N(C)c2ccccc2)nc(-c2ccccc2)n1	-30	-7	-2.0	0	9	-2	0	8	0	-1
Cc1ccc(/C=N\NC(=O)Cn2c(C)nc3ccccc32)o1	-24	0	-0.3	-3	-9	-9	-1	15	-6	0
CNC(=S)N(CCc1ccc(OC)c(OC)c1)C1CC(=O)N(c2ccccc2)C1=O (stereo not drawn)	-1	1	-0.6	4	49	9	-2	15	-12	-12
CC(=O)c1c(C)[nH]c(C(=O)OCC(=O)Nc2ccc(Cl)c(S(=O)(=O)N(C)C)c2)c1C	-2	-3	0.4	20	6	-14	-2	-5	0	3
